# LEDGF integ inh: blocks HIV-1 LEDGF/p75-dependent DNA integration. TR-FRET IN-LEDGF/p75 DNA integration, Eu/Cy5. inhibition, % at 3.7 µM. 0.64% of 370,000 active;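 active = inhibition above the screen-wide mean plus 3 SD, cut at about 13% in these data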;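 also: signal is the Cy5 over europium emission ratio at 671 and 618 nm; 0% = plate median of compound wells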
# TDP2 inh: blocks human TDP2 phosphodiesterase activity; AID 720702; 0.34% of 370,000 active; inhibition, % at 12.8 µM; O95551; recombinant TDP2, T5PNP hydrolysis, p-nitrophenol absorbance 415 nm;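 active = inhibition above the mean of all tested compounds plus 3 SD, set per campaign, cut at about 25% in these data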;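 also: 0% = DMSO with enzyme and 100% = buffer with substrate but no TDP2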
#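 Read-out basis: percent inhibition. System: recombinant human TDP2. Buffer or medium: Mg2+-containing Tris-HCl buffer, pH 7.5. Repeats: single replicate. Timing: reaction 2 h, 37 °C. Benchmarks: high control without enzyme, low control DMSO plus TDP2. Probe or stimulus: 5 mM T5PNP. Doses: 12.8 µM only. Measured by: epi absorbance of p-nitrophenol freed from T5PNP by hydrolysis.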
# HTRA1 inhibitor: HTRA1 (human) protease inhibition. Q92743. recombinant HTRA1, FP-rhodamine activity-based probe, fluorescence polarization. inhibition, % at 5.96 µM. 0.5% of 340,000 active; in the data active = inhibition above about 36%;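 also: 0% = enzyme with DMSO and 100% = wells lacking enzyme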
# PRMT1 inh: inhibitors of human PRMT1; Q99873; recombinant PRMT1, activity-based probe fluorescence polarization; inhibition, % at 2.79 µM; 1.3% of 370,000 active;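 active = inhibition above about 21% made by adding two undisclosed values, limit read from the data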
# Rev-erbA mod: modulates human Rev-erb alpha binding to DNA. Rev-erbα–FITC-DNA binding, fluorescence polarization, 90 min. activity, % at 10 µM. 0.79% of 370,000 active;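 active = activity above about 14%, limit read from the data; passing the limit was not always enough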;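 also: 0% = DMSO wells with 35 nM protein and 100% = DMSO wells with 750 nM protein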
# Target sequence (P20393 whole entry, looked up): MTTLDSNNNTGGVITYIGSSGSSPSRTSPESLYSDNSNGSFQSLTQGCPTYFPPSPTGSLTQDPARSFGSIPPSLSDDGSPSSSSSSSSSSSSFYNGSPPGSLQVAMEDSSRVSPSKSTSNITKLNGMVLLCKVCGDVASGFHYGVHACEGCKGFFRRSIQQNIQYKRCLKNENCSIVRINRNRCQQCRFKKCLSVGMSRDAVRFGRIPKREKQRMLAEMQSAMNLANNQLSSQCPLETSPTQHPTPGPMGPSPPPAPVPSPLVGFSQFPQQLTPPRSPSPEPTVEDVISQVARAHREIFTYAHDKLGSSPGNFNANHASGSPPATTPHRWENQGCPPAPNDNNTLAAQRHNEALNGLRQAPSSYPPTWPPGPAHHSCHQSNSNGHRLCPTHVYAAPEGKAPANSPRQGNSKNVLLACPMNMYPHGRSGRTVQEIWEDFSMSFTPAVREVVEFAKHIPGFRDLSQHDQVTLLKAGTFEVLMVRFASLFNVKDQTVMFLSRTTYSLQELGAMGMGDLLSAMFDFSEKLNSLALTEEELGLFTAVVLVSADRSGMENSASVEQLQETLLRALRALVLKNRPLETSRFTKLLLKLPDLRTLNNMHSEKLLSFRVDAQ
# SIAE primary: blocks human sialic acid acetylesterase; Q9HAT2; 0.69% of 370,000 active; SIAE FP-Rh probe binding, fluorescence polarization; inhibition, % at 9.66 µM; AID 1053197;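 active = inhibition above a cutoff: mean of compounds within the control limits plus 3 SD of those, cut at about 17% in these data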;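 also: 0% = plate median of compound wells and 100% = probe without SIAE protein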
# rCAG RNA binder: r(CAG) repeat RNA binding; TO-PRO-1 dye displacement fluorescence; inhibition, % at 3 µM; 1.3% of 370,000 active; AID 651821;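 active = inhibition above the plate cutoff, the mean of all test compounds on that plate plus 3 SD, cut at about 35% in these data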;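 also: 0% = DMSO alone and 100% = 100 µM mitoxantrone as full dye displacement; higher means more dye released from RNA so lower well fluorescence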
# TCR CD3 inh: blocks the human TCR-CD3 interaction; TAMRA-labeled TCR probe fluorescence, biochemical; inhibition, % at 9.4 µM; 0.37% of 360,000 active; in the data active = inhibition above about 19%;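 also: recombinant mutant TCR 2C K166C tagged with TAMRA read by polarization; 0% = receptor in buffer alone and 100% = receptor with positive control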
# PG9 binder: small molecules binding HIV-1 gp120 antibody PG9; TR-FRET gp120-PG9 antibody binding; inhibition, % at 6.7 µM; 0.43% of 360,000 active; AID 624416; in the data active = inhibition above about 8.5%
# mABHD4 FP: inhibits mouse alpha/beta hydrolase domain 4; purified mABHD4, FP-Rh probe fluorescence polarization; 0.54% of 370,000 active; inhibition, % at 8.92 µM;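 active = inhibition exceeding the mean over every tested compound plus 3 SD, cut at about 30% in these data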;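 also: 0% = plate median of compound wells and 100% = S159A mutant with DMSO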
# Target sequence (Q8VD66 whole entry, looked up, the tested form may be a part): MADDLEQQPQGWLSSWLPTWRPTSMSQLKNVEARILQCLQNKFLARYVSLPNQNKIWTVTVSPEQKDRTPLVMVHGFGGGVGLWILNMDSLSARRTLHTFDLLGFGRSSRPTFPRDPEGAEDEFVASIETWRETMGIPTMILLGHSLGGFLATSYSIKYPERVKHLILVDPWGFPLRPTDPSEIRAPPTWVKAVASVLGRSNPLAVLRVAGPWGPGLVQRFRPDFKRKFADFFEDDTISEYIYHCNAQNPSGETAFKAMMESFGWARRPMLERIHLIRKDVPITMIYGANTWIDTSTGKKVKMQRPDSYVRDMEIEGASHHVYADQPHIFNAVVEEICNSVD
#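 Test system: mABHD4 protein; Read-out basis: % inhibition; Incubation: 45 min + 60 min at 25 °C; Repeats: single replicate; Technique: fluorescence polarization with parallel and perpendicular emission, 525/598 nm; Compound: 8.92 µM, single dose; Benchmarks: full inhibition S159A mutant plus DMSO, zero as sample-well median.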
# * = called active by the depositor; x = no result given. Only part of the results is shown; the hit share may differ from the screen's.
structure,LEDGF integ inh,TDP2 inh,HTRA1 inhibitor,PRMT1 inh,Rev-erbA mod,SIAE primary,rCAG RNA binder,TCR CD3 inh,PG9 binder,mABHD4 FP
Fc1ccccc1/C=N/n1cc(-c2ccccc2)[nH]c1=S,-2,-7,2,24*,2,1,6,9,-2.8,6
CCN1CCc2nc(NC(=O)CC(c3ccccc3)c3ccccc3)sc2C1,-5,-21,-33,1,-3,-28,9,-7,0.7,-11
COC(=O)Cc1ccc(NC(=O)c2ccc(C)c(C)c2)cc1,2,-4,-5,0,4,-2,1,5,-0.2,1
COC(=O)C[C@H]1C[C@H]2c3cc(NS(=O)(=O)c4ccc(OC)cc4)ccc3O[C@H]2[C@H](CO)O1,-2,2,4,1,1,2,3,3,0.7,5
COc1cccc(C(=O)Nc2cccc(OC(C)=O)c2)c1,4,12,-6,3,-1,3,-4,-7,-1.0,-3
OCC1CCCN(C2CCN(Cc3nc(Cc4cccc(C(F)(F)F)c4)no3)CC2)C1 (configuration not stated),-3,-2,0,-1,-3,4,-7,1,0.9,-4
O=C(Cc1ccc(F)cc1)N1CCC(CC2CC(c3cccc(Br)c3)=NO2)(C(=O)NCC2CCCCC2)CC1 (configuration not stated),-2,3,-84,1,-6,-14,5,2,-1.8,-11
CN1CCN(C2=C(Cl)C(=O)N(CCc3ccccc3)C2=O)CC1,7,2,-2,1,-5,4,-9,0,0.1,10
CC(=O)Nc1ccc(S(=O)(=O)NC(C)C(=O)OCC(=O)Nc2ccc(F)cc2Cl)cc1 (configuration not stated),-4,4,-2,-2,2,3,2,6,1.7,-1
Cc1cc(N2CCN(C(=O)OC(C)(C)C)C[C@H]2C)ccc1N1CCN(Cc2ccccc2)[C@@H](C)C1,-2,1,x,5,1,11,2,7,0.2,7
COc1cc(/C=N\Nc2nc3ccccc3[nH]2)cc(OC)c1OC,-5,-2,2,5,0,13,1,-6,-10,8
Cc1nc(SCC(=O)Nc2ccnc3ccccc23)n[nH]1,0,-2,2,1,-3,-7,0,5,-1.5,6
CN(C)c1ccc(-c2n(C)c3ccccc3[n+]2C)cc1,2,12,1,3,-3,10,-1,-1,-0.1,4
O=C(Nc1ccc2c(c1)C(=O)OC2)c1ccc(C(F)(F)F)cc1,-2,2,-3,4,-1,11,0,0,7.9,8
O=C(c1ccc(-c2ccccc2)cc1)N1CCN(c2nc3ccccc3o2)CC1,0,7,-1,7,-4,-11,2,-5,-0.8,0
CCC(=O)Nc1nnc(SCC(=O)NCc2ccc3c(c2)OCO3)s1,3,-7,0,-7,3,-3,-147,10,-0.3,-6
Cc1cc(-n2cc(Br)c(=O)[nH]c2=O)nc(-c2ccccc2)n1,-6,-12,-5,6,9,3,6,1,2.9,11
CC(=O)C1=C(O)C(=O)N(c2ccc(Br)cc2)C1c1cccc([N+](=O)[O-])c1 (configuration not stated),3,7,2,1,-1,0,9,0,0.2,-3
CCOc1cc2c(cc1OC)C(NC(=O)C(F)(F)F)CC2=O (configuration not stated),2,-1,2,2,-7,6,1,-5,2.3,-2
CCCNC(=O)c1cc2c(c(-c3cccc(-c4ccccc4F)c3)n1)[C@H](CCO)N(C(=O)CC1CC1)C2,-4,-1,x,3,2,-4,8,-4,-1.6,-3
CCNC(=O)C1(C)CCCN1Cc1c(F)cccc1F (configuration not stated),0,-13,x,-2,6,-2,-1,2,-0.2,-2
COc1ccc(Cc2nnc(SCC(=O)Nc3cc(Cl)ccc3C)[nH]c2=O)cc1,-3,10,-17,14,-3,-6,45*,-1,-0.6,-3
Cc1nnsc1S(=O)c1ccccc1Cl (configuration not stated),-4,-1,8,2,4,5,-1,8,-1.9,1
CN(C)/N=C/c1ccc(P(c2ccc(/C=N/N(C)C)o2)c2ccc(/C=N/N(C)C)o2)o1,2,-2,x,-3,0,7,-8,8,-1.3,2
C=CCNc1nc(C(=O)OCC(=O)Nc2cc(S(C)(=O)=O)ccc2Cl)cs1,6,-7,0,-2,-4,-11,6,-8,-3.5,2
Oc1cc2c(cc1CN1CCN(c3cccc(C(F)(F)F)c3)CC1)CCC2,1,8,-7,-2,-6,2,-4,2,0.1,-1
CC(Sc1ccccc1)C(=O)N1CCN(S(=O)(=O)c2ccccc2C(F)(F)F)CC1 (configuration not stated),-1,3,1,-1,2,3,-10,-3,-2.1,-3
CCOC(=O)N1CCN(S(=O)(=O)c2ccc(OCC(=O)OC)c(C)c2)CC1,-1,-12,9,0,1,-2,-6,3,2.1,6
O=C1c2ccccc2S(=O)(=O)N1Cc1nnc(-c2ccccc2Br)o1,0,-4,-7,-1,0,-1,-3,9,0.1,9
c1ccc2c(c1)CCCn1nnnc1-2,3,11,3,0,-2,-5,-1,-8,1.9,-6
O=C(COC(=O)/C=C/c1ccccc1)NCCc1ccc(F)cc1,2,-11,-6,0,1,4,-1,-1,2.6,2
CC(C)c1nnc(NC(=O)C2CCCN2C(=O)Nc2ccccc2F)s1 (configuration not stated),2,2,0,0,2,-3,-3,10,-0.6,-1
CCOc1cc(NC(=O)c2cccs2)c(OCC)cc1NC(=O)c1ccco1,-1,-12,-1,0,-7,2,4,7,0.5,4
O=C(Nc1ccc(O)cc1)c1cc2ccccc2c(=O)s1,-2,-1,-1,4,5,-22,8,-5,0.2,12
Cc1ccc(O)c(NC(=O)c2cc(-c3ccccc3)on2)c1,-1,-2,-13,3,-3,1,8,3,-1.2,2
CCCC(=O)Nc1nnc(SCC(=O)Nc2ccc3c(c2)OCO3)s1,0,2,-2,-3,-1,5,1,5,-1.2,1
COC(=O)C1CCN(C(=O)COC(=O)c2cc(S(=O)(=O)N3CCOCC3)ccc2C)CC1,-1,1,13,-3,4,-3,-4,-3,-1.5,3
O=C(Nc1ccc(Cl)c(Cl)c1)C1C2C=CC3(O2)C1C(=O)N(CCN1CCCCC1)C3C(=O)NC1CCCCC1 (configuration not stated),-2,-7,2,0,-2,-12,3,-3,-0.8,5
Cc1ccc2nc(-c3ccc(NC(=O)CN4CCN(C(=O)c5ccco5)CC4)cc3)sc2c1,0,1,-52,1,-9,2,11,-1,-0.7,-10
CC1Cc2ccccc2N1C(=O)c1ccnc(C(C)(C)C)c1 (configuration not stated),2,-1,-1,-2,0,2,-1,-2,-1.3,0
O=C1CCc2cc(NS(=O)(=O)c3ccc(Br)cc3)cc3c2N1CC3,1,-5,6,-3,-2,0,1,-7,-1.3,-2
Cc1cc(NC(=O)CC2Oc3ccccc3NC2=O)ccc1Br (configuration not stated),-4,2,-21,-2,8,-15,11,2,-0.1,6
CC1=C(C(=O)Nc2ccc(C)cc2C)C(c2ccc([N+](=O)[O-])cc2)n2ncnc2N1 (configuration not stated),-4,-9,-1,3,0,-3,-1,2,1.8,0
Cc1oc2ccc(O)c(CN3CCOCC3)c2c1C(C)O (configuration not stated),1,-1,10,0,-1,8,-2,2,-1.8,-1
C[C@@H]1CN([C@@H](C)CO)C(=O)CCCn2nncc2CO[C@H]1CN(C)Cc1ccncc1,2,6,0,1,-2,1,1,5,-2.3,-2
CCCCn1c(=N)n(CC(O)c2ccccc2)c2ccccc21 (configuration not stated),2,1,-5,0,3,-1,8,-2,-1.5,-1
Brc1c(-c2ccc3c(c2)OCO3)nc2ncccn12,3,10,-4,-2,3,2,2,1,-0.7,3
Cc1c(C(=O)Nc2ccccn2)oc2ccc(Br)cc12,0,-3,-32,-1,0,2,6,-1,2.0,-7
O=C(Nc1cccc(O)c1)c1ccccc1[N+](=O)[O-],3,0,2,-4,-1,1,-1,0,0.6,0
Cc1cc(C)c(S(=O)(=O)N2C[C@H]3CON(C)[C@H]3C[C@H]2c2ccc(-n3ccnc3)cc2)c(C)c1,-2,0,x,-3,-4,-3,2,2,0.3,-2
O=C(CNC(=O)c1ccc(Cl)cc1Cl)OCCCn1c(=O)[nH]c2ccccc21,4,-11,-3,2,0,3,-6,-3,2.1,-5
COc1ccc(-c2c(=O)n(OCc3nc4ccccc4[nH]3)c3ccccc3[n+]2[O-])cc1,-1,9,23,9,3,4,1,-1,-1.4,-2
CCN(CC)C(=O)[C@H]1C[C@H](CC(=O)NCCCn2ccnc2)C(=O)N2CCc3c([nH]c4ccc(Cl)cc34)[C@]12C,2,-12,1,1,-4,0,2,-2,1.4,11
CCN(C(=O)c1ccccc1)c1ccc([N+](=O)[O-])cc1,4,2,4,0,0,-5,-1,0,-2.1,5
Cc1ccccc1NC(=O)CN(C)S(=O)(=O)c1ccc(-c2ccc(=O)[nH]n2)s1,-3,5,-3,2,6,0,19,11,-1.5,-11
O=C(NCc1ccccn1)C(=O)Nc1nc(-c2ccccc2)cs1,5,6,-3,-8,1,3,-2,-3,-0.8,-4
CC(=O)N1CCc2cc(S(=O)(=O)NC(CC(C)C)C(=O)N3CCc4ccccc4C3)ccc21 (configuration not stated),0,0,4,-2,-4,0,-2,-9,-0.5,7
Cc1ccsc1C(=O)NCCc1ccc(S(N)(=O)=O)cc1,0,-2,5,0,3,5,-1,-1,0.3,3
COc1cccc(CNC(=O)CCC2CCCN(Cc3ccc4c(c3)CCO4)C2)c1 (configuration not stated),0,11,-1,-3,-3,1,-7,5,-1.3,0
COc1ccc(CCNC(=O)CCn2c(=O)oc3ccccc32)cc1OC,-3,-11,1,0,2,-13,1,-1,-0.5,-3

# The listing continues:
structure,LEDGF integ inh,TDP2 inh,HTRA1 inhibitor,PRMT1 inh,Rev-erbA mod,SIAE primary,rCAG RNA binder,TCR CD3 inh,PG9 binder,mABHD4 FP
C[C@H](CO)N1C[C@H](C)[C@@H](CN(C)S(=O)(=O)c2ccccc2)OCc2cnnn2CCCC1=O,2,-1,4,0,6,0,1,-1,1.1,3
O=[N+]([O-])c1ccccc1-c1ccc(CN2CCN(c3ccccc3)CC2)o1,4,-23,10,23*,-4,-3,-4,-4,-4.6,-2
c1ccc(CSc2nnc(-c3sccc3-n3cccc3)o2)cc1,1,-4,-30,-2,-5,1,-6,6,-1.6,-17
COc1ccc(NC(=O)Oc2cc(C)ccc2C(C)C)cc1,0,6,-7,-1,-1,1,-7,4,-0.3,-5
CCOC(=O)C1(Cc2cccc(F)c2)CCN(C(=O)c2cscn2)CC1,-4,-6,2,3,-7,-9,-4,-2,-1.2,-3
N#CCCn1cc(C(=O)CN2C(=O)C(=O)N(C3CCCC3)C2=O)c2ccccc21,1,-6,-6,-2,-2,-4,11,-4,-2.3,-2

# Record cards, as listed above. Order of screens: LEDGF integ inh | TDP2 inh | HTRA1 inhibitor | PRMT1 inh | Rev-erbA mod | SIAE primary | rCAG RNA binder | TCR CD3 inh | PG9 binder | mABHD4 FP
# c1ccc(CSc2nnc(-c3sccc3-n3cccc3)o2)cc1 in the list: 1 | -4 | -30 | -2 | -5 | 1 | -6 | 6 | -1.6 | -17
# CCOC(=O)C1(Cc2cccc(F)c2)CCN(C(=O)c2cscn2)CC1 in the list: -4 | -6 | 2 | 3 | -7 | -9 | -4 | -2 | -1.2 | -3

# Screening results (PubChem BioAssay)
